M1 antag: human CHRM1 antagonism. P11229. CHO-K1 hM1, Fluo-8 calcium fluorescence, ACh EC80 antagonist. inhibition, % at 3 µM. 1.3% of 360,000 active;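 active means percent inhibition above its own plate's cutoff, namely the mean of that plate's compound wells plus 3 SD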;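 further: peak over basal fluorescence ratio during 140 s after agonist addition; 0% = ACh EC80 plus DMSO and 100% = DMSO alone without agonist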
Target sequence (P11229 whole entry, looked up): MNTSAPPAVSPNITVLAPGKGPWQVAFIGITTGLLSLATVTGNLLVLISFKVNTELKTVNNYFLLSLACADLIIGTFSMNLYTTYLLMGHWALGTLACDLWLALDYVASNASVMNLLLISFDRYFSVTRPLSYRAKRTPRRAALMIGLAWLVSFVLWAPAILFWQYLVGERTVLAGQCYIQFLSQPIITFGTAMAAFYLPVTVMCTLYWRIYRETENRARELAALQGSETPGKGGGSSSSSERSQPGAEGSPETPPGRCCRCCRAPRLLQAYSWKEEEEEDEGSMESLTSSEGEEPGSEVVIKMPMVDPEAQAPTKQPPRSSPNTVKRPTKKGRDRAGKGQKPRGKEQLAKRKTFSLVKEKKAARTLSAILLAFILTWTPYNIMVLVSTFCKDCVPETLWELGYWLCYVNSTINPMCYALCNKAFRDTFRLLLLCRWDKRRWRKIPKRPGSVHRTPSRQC
CHRM1 PAM: human CHRM1 positive allosteric modulation. P11229. CHO-K1 hM1, Fluo-8 calcium fluorescence, ACh EC20; 0% = ACh EC20, 100% = maximal ACh. activation, % at 3 µM. 0.088% of 360,000 active; in the data active means activation above about 19%, passing the limit was not always enough
TAAR1 antagonist: antagonists of human TAAR1. Q96RJ0. CHO RD-HGA16 TAAR1, Fluo-8 calcium fluorescence, antagonist. inhibition, % at 3 µM. 1.5% of 360,000 active. AID 624466;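 active means inhibition above a per-plate cutoff, the mean inhibition of test compounds on that plate plus 3 SD, cut at about 49% in these data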;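 further: 0% = DMSO plus EC80 beta-PEA response and 100% = DMSO alone without agonist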
Target sequence (Q96RJ0 whole entry, looked up): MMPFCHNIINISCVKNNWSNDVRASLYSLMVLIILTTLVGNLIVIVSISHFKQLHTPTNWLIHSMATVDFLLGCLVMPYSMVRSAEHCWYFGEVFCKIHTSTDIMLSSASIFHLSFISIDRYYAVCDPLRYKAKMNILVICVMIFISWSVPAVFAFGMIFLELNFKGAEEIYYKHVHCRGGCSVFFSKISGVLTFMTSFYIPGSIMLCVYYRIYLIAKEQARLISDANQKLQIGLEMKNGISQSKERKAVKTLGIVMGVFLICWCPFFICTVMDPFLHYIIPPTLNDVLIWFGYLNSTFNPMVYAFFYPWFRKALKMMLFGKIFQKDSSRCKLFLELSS
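System: RD-HGA16 CHO cells with stable hTAAR1 and Gα16 | Probe or stimulus: EC80 β-phenethylamine stimulus | Dosing: 3 µM, single point | Times: Dye loading 75 min at 37 °C, then 30 min room temperature | Measured by: Fluo-8 calcium-sensitive fluorescence | Read-out basis: % inhibition of agonist calcium response | Replicates: n of 1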
M1 PAM parental: M1 PAM counterscreen hit in parental CHO-K1 cells. ATP EC20, Fluo-8 calcium fluorescence; 0% at ATP EC20, 100% at ATP max. activation, % at 3 µM. 0.02% of 360,000 active;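 active means activation above the run cutoff, the mean activation of all test compounds plus 3 SD, cut at about 40% in these data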;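 further: peak over basal fluorescence ratio in a 140 s read after ATP addition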
M1 ag: activates human CHRM1 receptor; CHO-K1 hM1, Fluo-8 calcium fluorescence, agonist mode; 0% DMSO, 100% acetylcholine EC100; activation, % at 3 µM; 0.33% of 360,000 active;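 active means activation above the run's mean compound activation plus 3 SD, cut at about 16% in these data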;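 further: peak over basal fluorescence ratio within a 140 s kinetic read after compound addition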
M1 ag parental: nonselective activator or artifact in parental CHO-K1 cells; activation, % at 3 µM; 0.48% of 360,000 active; Fluo-8 calcium fluorescence; scaled to maximal ATP response, vehicle zero; AID 602248; in the data active means activation above about 15%;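 further: untransfected CHO-K1 host cells lacking M1 receptor as counterscreen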
CHO parental Ca: counter-screen: ATP calcium response change in parental CHO cells | parental CHO-K1, ATP-induced calcium, Fluo-8 fluorescence | inhibition, % at 5.6 µM | 0.63% of 330,000 active;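 active means inhibition above that plate's mean sample inhibition plus 3 SD, cut at about 26% in these data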;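 further: 0% = ATP-challenged DMSO wells and 100% = DMSO wells without ATP; some compounds past the cut are filed as inactive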
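Test system: parental CHO cells; detection: calcium-sensitive Fluo-8 fluorescence; evaluation: percent inhibition of calcium signal; also added: ATP as calcium-mobilizing challenge; repeats: one well per compound; control set: ATP-challenged DMSO wells low, unchallenged DMSO wells high; compound: single nominal dose of 5.6 µM per compound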
CHO-K1 Ca antag: M1 antagonist counterscreen hit in parental CHO-K1 cells | ATP-induced calcium, Fluo-8 fluorescence | inhibition, % at 3 µM | 0.6% of 360,000 active | AID 602250;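 active means inhibition above a per-plate cutoff, the plate's mean sample inhibition plus 3 SD, cut at about 24% in these data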;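 further: 0% = DMSO plus EC80 ATP and 100% = DMSO alone without ATP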
TAAR1 ag: human TAAR1 agonism. CHO RD-HGA16 TAAR1, Fluo-8 calcium fluorescence; vehicle wells 0%, saturating PEA agonist 100%. Q96RJ0. activation, % at 3 µM. 0.99% of 360,000 active;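 active means activation above the mean activation of all test compounds in the run plus 3 SD, cut at about 38% in these data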
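Assay system: CHO-derived RD-HGA16 cells with stable Gα16 and human TAAR1; timing: 17-24 h seeding, 75 min 37 °C dye, 30 min RT; read-out: % activation from peak over basal fluorescence ratio, DMSO-to-PEA scaled; measured by: kinetic Fluo-8 calcium fluorescence; benchmarks: low control DMSO, high control PEA (EC100); doses: 3 µM single concentration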
Active calls of the source: *; x = no result given.

SMILES | M1 antag | CHRM1 PAM | TAAR1 antagonist | M1 PAM parental | M1 ag | M1 ag parental | CHO parental Ca | CHO-K1 Ca antag | TAAR1 ag
Brc1cccc(-c2nnc3n2CCC3)c1 | -30 | 7 | 4 | 4 | -4 | 0.0 | 14 | 8 | 9
CC(=O)Nc1ccc(-c2ccnc3c2CC(C)(C(=O)NCc2ccc(N4CCN(C)CC4)cc2)O3)cc1 (stereo not given) | -10 | 4 | 3 | 13 | -8 | 0.8 | x | -17 | 1
Cn1c(=O)c2c(nc(N3CCN(c4ccccc4)CC3)n2CCCc2ccccc2)n(C)c1=O | -7 | 3 | 5 | 9 | -3 | 0.2 | -4 | -3 | 1
O=C(Nc1ccccn1)c1cc(-c2ccc(Cl)s2)nc2ccccc12 | -4 | 5 | 19 | 7 | -3 | 0.0 | -21 | -4 | 3
CS(=O)(=O)N1CCN(C(=O)CSc2ccccc2)CC1 | -22 | 17 | -33 | 9 | -1 | 0.2 | 3 | -9 | 0
COc1ccc(Cn2c(SCC(=O)NCc3ccco3)nc3ccsc3c2=O)cc1 | 3 | 1 | 2 | 3 | -3 | -0.4 | -10 | -37 | 8
COC(=O)C(NC(=O)C(C)NC(=O)OCc1ccccc1)C(C)C (stereo not given) | 2 | 1 | 8 | 25 | -2 | 1.5 | 1 | -13 | 0
Cc1ccnc(N2C(=O)CSC2c2ccc(Cl)cc2)c1 (stereo not given) | -11 | 5 | 1 | 32 | -10 | 0.9 | 9 | -18 | 4
CCCCCC[n+]1ccccc1/C=C/c1ccc(N(C)C)cc1 | 74* | -33 | 70* | -7 | 30* | 36* | x | 51* | 30
Cc1cccc2c(=O)cc(C(F)(F)F)[nH]c12 | -8 | 11 | -17 | -25 | 2 | 3.6 | 2 | 11 | 6
O=C(O)c1cccc(NC(=O)C2C3C=CC(C3)C2C(=O)OCC(F)(F)C(F)F)c1 (stereo not given) | -14 | 7 | -3 | 5 | -1 | 0.0 | 1 | 8 | 4
Cc1ccc(C)c(Nc2cc(C(=O)NCc3cccnc3)c3ccccc3n2)c1 | -18 | -7 | 50* | 0 | -3 | 6.6 | -15 | -7 | 13
O=C(O)C1CCCN1S(=O)(=O)c1ccc(Cl)c(Cl)c1 (stereo not given) | -19 | 16 | 3 | 8 | -1 | -0.4 | -4 | -4 | 8
CCOC(=O)C(C)Oc1ncnc2cccc(F)c12 (stereo not given) | -14 | 5 | 6 | 15 | -6 | 0.2 | -4 | -2 | 0
COc1cccc(-c2nc(-c3ccccn3)no2)c1OC | -29 | 8 | 1 | 5 | -4 | 0.0 | -9 | 1 | 3
CC(=O)OC1CCC2(C)C(CCC3C2CC(=O)C2(C)C3CC(C(C(C)=O)C(C)=O)C2C(C)=O)C1 (stereo not given) | -9 | 5 | -7 | 18 | 0 | 1.2 | x | -13 | 1
COC(=O)CC1C(=O)NCCN1C(=S)Nc1ccccc1Cl (stereo not given) | -4 | 6 | 13 | 14 | -5 | 0.3 | 2 | -15 | 2
CC(CN1CCOCC1)OC(=O)C1COc2ccccc2O1 (stereo not given) | -10 | 9 | 1 | 0 | 0 | 2.5 | -3 | -9 | -1
COc1ccc(CCNC(=O)CSc2nc(N)c3c(C)c(C)oc3n2)cc1OC | -13 | 10 | 10 | 26 | -3 | 0.9 | 1 | -9 | 6
CC(=O)Nc1ccc(-c2csc(NC(=O)Nc3ccccc3)n2)cc1 | 38* | -7 | 63* | -4 | -3 | 6.6 | x | 4 | 15
CCOc1ccc(NS(=O)(=O)c2ccc(C(=O)NCCCN3CCOCC3)cc2)cc1 | -1 | 4 | -5 | -17 | -5 | 0.9 | -19 | -2 | 1
CC(C)(C)NC(=O)CN(C(=O)CNS(=O)(=O)c1ccccc1)c1ccc2c(c1)OCCO2 | -3 | 6 | 3 | 12 | -4 | -0.1 | -6 | -2 | 0
CN(C)C(CNC(=O)C1CCN(S(=O)(=O)c2cc(Cl)ccc2Cl)CC1)Cc1ccccc1 (stereo not given) | 4 | -2 | 2 | 12 | -7 | 1.4 | x | -8 | 4
Cc1ccc(-n2c(SCC(=O)N3CC(=O)Nc4ccccc43)nc3ccccc3c2=O)cc1C | -1 | 7 | 33 | 28 | 5 | 3.8 | 9 | -7 | 17
CCN1C(=O)N[C@@H](c2ccccc2)C(C(=O)OC)=C1C | -7 | 4 | 7 | 14 | -3 | -0.1 | -8 | -6 | 9
Cc1ccc(CSC2=Nc3ccccc3C3=NC(CC(=O)NCc4ccco4)C(=O)N23)cc1 (stereo not given) | -12 | 4 | -4 | -4 | -5 | 0.1 | -18 | 3 | 3
Cc1cccc(N(Cc2cc(=O)[nH]c3ccccc23)C(=O)CCl)c1 | 21 | -19 | -14 | -23 | -11 | 0.2 | -5 | -4 | 3
Cc1cccc(C(=O)N2CCc3cc(-c4csc(NC(=O)CN5CCCC5)n4)ccc32)c1 | -2 | -3 | -9 | 10 | -4 | 9.5 | -8 | -22 | 11
Cn1c(Cc2cccs2)nnc1SCC(=O)Nc1ccc(C(N)=O)cc1 | -15 | 13 | -43 | 10 | -6 | 0.4 | 3 | 1 | 2
Cc1cc(Cl)c(S(=O)(=O)Nc2ccc3c(c2)OCCO3)cc1OCC(=O)NC1CCCCC1 | 1 | 0 | -4 | -3 | -2 | 1.0 | -20 | 1 | 3
CC(C)(CO)NC(=S)NCc1ccco1 | -15 | 6 | -7 | 5 | -1 | 0.4 | -7 | -9 | 8
CCOC(=O)c1sc(=NC(=O)c2ccc(C)c(C)c2)n(C)c1C | 2 | 4 | 9 | 7 | -3 | -0.3 | -3 | -2 | 0
O=C(C1=C[C@H](c2ccc(C(F)(F)F)cc2)C[C@H](OCc2ccc(CO)cc2)O1)N1CCCCCCC1 | -6 | 5 | x | -2 | -6 | -0.5 | -19 | -4 | x
CCOC(CCNC(=O)c1cn(-c2cccc(C)n2)cn1)OCC | -18 | 5 | -13 | 15 | -3 | 0.0 | -7 | 2 | 6
COc1ccc(NS(=O)(=O)c2cccc(C(=O)NNC(=O)CNC(=O)c3ccccc3Cl)c2)cc1 | -3 | 3 | 5 | 5 | -3 | 0.4 | x | -17 | 1
COc1ccccc1NC(=O)C(=O)/C=C(\O)c1ccccc1 | -2 | 4 | 2 | -27 | -4 | -0.3 | -9 | 16 | 9

Ordered by value in CHRM1 PAM (low to high): 3 of the compounds above
| canonical_smiles | CHRM1 PAM |
| --- | --- |
| Cc1cccc(N(Cc2cc(=O)[nH]c3ccccc23)C(=O)CCl)c1 | -19 |
| CCOC(=O)c1sc(=NC(=O)c2ccc(C)c(C)c2)n(C)c1C | 4 |
| Cn1c(Cc2cccs2)nnc1SCC(=O)Nc1ccc(C(N)=O)cc1 | 13 |

The listing continues:
SMILES | M1 antag | CHRM1 PAM | TAAR1 antagonist | M1 PAM parental | M1 ag | M1 ag parental | CHO parental Ca | CHO-K1 Ca antag | TAAR1 ag
CC(=O)Oc1ccc2oc3c(c2c1)C(=O)CCC3 | -9 | 8 | 2 | -6 | -5 | 0.1 | 2 | 9 | 1
Cc1cc(NC(=O)CSc2nccn2-c2cccc(C)c2C)no1 | -4 | 2 | -16 | 30 | -2 | 2.9 | -3 | -7 | 5
COc1ccc(C(=O)NCC2(c3ccccc3)CCCC2)c(OC)c1 | -7 | -2 | 8 | 38 | -7 | -0.6 | -47 | -35 | 7
COc1cc(CCCN2C(N)=NC[C@H]2Cc2ccc(O)cc2)cc(OC)c1OC | 2 | 8 | -10 | 18 | -8 | -0.1 | 9 | -9 | 6
CC12CN3CC(C)(CN(C1)C3c1ccccc1)C2O (stereo not given) | -3 | 6 | -10 | 10 | -1 | -0.2 | -3 | -4 | 0
O=C(CSc1n[nH]c(-c2ccccc2)n1)NC1CCCCC1 | 10 | -3 | 3 | 3 | -3 | 0.8 | -16 | -5 | 0
CSCc1ccc(C(=O)NCc2ccccc2)cc1 | -11 | 7 | 19 | 6 | -10 | 0.7 | -1 | 3 | -3
Clc1ccc(/C=N/c2c(-c3ccc(Cl)cc3)nc3n2CCS3)cc1 | -13 | 11 | -20 | 19 | -4 | -0.4 | -11 | -8 | 10
CCN(CC)C(=O)[C@H]1CC(CC(=O)NCCc2ccccn2)C(=O)N2CCc3c([nH]c4ccccc34)[C@]12C (stereo not given in full) | 8 | -6 | -29 | -6 | -5 | -0.6 | -18 | -9 | 24
CC(C)c1ccc(C(=O)NNC(=O)c2n[nH]c(=O)c3ccccc23)cc1 | -2 | 8 | 6 | -18 | -3 | 0.3 | -17 | -8 | 7
O=C(CN1C2=NCCN2c2ccccc21)C12CC3CC(CC(C3)C1)C2 | -3 | -11 | -10 | 19 | -5 | 1.9 | -22 | -10 | 25
COc1ccc(NC(=O)CN2CCN(c3c(C)cc(C)cc3C)CC2)cc1 | -4 | 5 | 13 | 12 | -6 | 1.4 | -24 | -21 | -2
CN(C)c1ccc(/C=N/NC(=O)CNC(=O)/C=C/c2ccco2)cc1 | -11 | 10 | -11 | 6 | -7 | -0.3 | -12 | -10 | 0
CC(C)n1nc(Cc2cccc3ccccc23)c(C#N)c1N | -8 | 12 | 8 | 4 | -5 | 0.4 | -11 | -5 | 6
CC1(C)C2CC[C@]3(C)C(CC=C4[C@@H]5C[C@@](C)(CO)[C@@H](O)C[C@]5(C(=O)O)CC[C@]43C)[C@@]2(C)CC[C@@H]1O (stereo not given in full) | -13 | 11 | x | -2 | -2 | 0.3 | -3 | -1 | x
O=C(NC1CCCCC1)c1cc(C(=O)c2ccccc2Br)c[nH]1 | -6 | 5 | 5 | 21 | -3 | 1.9 | -12 | -22 | 3
O=c1cc(-c2ccc(Cl)c(Cl)c2)[nH][nH]1 | -11 | 7 | -21 | 13 | 0 | 0.1 | 0 | -6 | 3
O=C1NN=C(c2ccccc2)C1Cc1ccccc1 (stereo not given) | -16 | 6 | 0 | 20 | -6 | 1.2 | x | -10 | 0
OCC[C@H]1C[C@@H](O)[C@H](O)[C@@]2(CCCCO2)O1 | -2 | 7 | 6 | 3 | -4 | 0.5 | -12 | -10 | 10
NC(=O)C1(C(N)=O)OC1c1ccccc1 (stereo not given) | -7 | 4 | -17 | 19 | -3 | 0.5 | -1 | -16 | 0
COc1cccc(C(C(=O)NC2CCCCC2)N(C(=O)c2cccs2)c2ccc3c(c2)OCO3)c1 (stereo not given) | -2 | 4 | -8 | -3 | -9 | -0.5 | -30 | 15 | 4
O=C(CNS(=O)(=O)c1ccccc1)NCc1ccccn1 | 0 | 1 | 11 | -14 | -1 | 0.3 | -4 | -5 | 7
CC(C)(C)c1ccc(C(=O)NCCC(=O)NC2=NCCS2)cc1 | -20 | 12 | 3 | -3 | -1 | 0.6 | -9 | 1 | 3

Compound activity: PubChem BioAssay, The Scripps Research Institute Molecular Screening Center
